Screens (PubChem)
CatB block: human cathepsin B inhibitors, primary screen, biochemical, fluorogenic substrate; P07858; purified cathepsin B, fluorescence; inhibition, %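 (tested at 10 µM)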; 63,000 compounds, 0.1% hits; in the data active means inhibition above about 21%;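 further: 0% = enzyme with no compound and 100% = no enzyme blank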
CatS block: inhibitors of human cathepsin S, biochemical, compound mixtures; P25774; recombinant cathepsin S, AMC dipeptide fluorescence, pooled mixtures; inhibition, %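 (tested at 5 µM per compound within 10-compound mixtures)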; 62,000 compounds, 0.06% hits; in the data active means inhibition above about 32%, passing the limit was not always enough;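 further: 0% = enzyme without compound and 100% = blank without enzyme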
CatB mix inh: cathepsin B inhibitors from pooled compounds, primary screen, biochemical, compound mixtures, AMC fluorescence; Purified cathepsin B, AMC dipeptide fluorescence; inhibition, %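 (ten-compound pools at 5 µM per compound and 50 µM total)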; 62,000 compounds, 0.06% hits; AID 488, 2006; in the data active means inhibition above about 22%, passing the limit was not always enough;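 further: 0% = enzyme without compound and 100% = no enzyme blank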
ROCK2 blocker: inhibitors of human ROCK2 kinase, primary screen, biochemical, high-throughput, luminescence; purified ROCK2, Kinase-Glo ATP depletion luminescence; 60,000 compounds, 0.35% hits; Rho-associated protein kinase 2 (Homo sapiens), O75116; inhibition, % at 6 µM;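 active means inhibition above the screen-wide mean inhibition plus 3 SD, cut at about 18% in these data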;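 further: plate controls were DMSO wells for no effect and Y-27632 control wells after no-enzyme background subtraction for full effect; many of its hits are not listed in these tables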
JNK3 blocker: JNK3 kinase activity inhibitors, primary screen, biochemical, human, purified enzyme; Mitogen-activated protein kinase 10 (Homo sapiens), P53779; HTS; inhibition, % at 8 µM; 60,000 compounds, 0.61% hits; AID 746, 2007; in the data active means inhibition above about 17%;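 further: 0% = DMSO and 100% = reference inhibitor; many of its hits are not listed in these tables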
Target sequence (P53779 whole entry, looked up): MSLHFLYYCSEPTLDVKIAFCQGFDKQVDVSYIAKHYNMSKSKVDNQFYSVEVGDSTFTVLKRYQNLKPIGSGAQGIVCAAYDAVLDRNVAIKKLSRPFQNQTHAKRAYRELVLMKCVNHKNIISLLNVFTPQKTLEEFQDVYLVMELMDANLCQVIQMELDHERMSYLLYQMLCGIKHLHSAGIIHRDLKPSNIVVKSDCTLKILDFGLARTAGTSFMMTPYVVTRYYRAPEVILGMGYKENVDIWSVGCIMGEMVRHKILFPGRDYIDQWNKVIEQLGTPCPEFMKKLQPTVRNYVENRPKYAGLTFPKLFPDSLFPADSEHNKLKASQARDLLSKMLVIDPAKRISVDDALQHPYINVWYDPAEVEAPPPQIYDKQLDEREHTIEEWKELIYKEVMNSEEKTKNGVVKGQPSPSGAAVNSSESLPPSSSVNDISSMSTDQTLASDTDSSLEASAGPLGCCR
RORa activator: activators of orphan receptor RORA, primary screen, cell-based, luminescence | CHO-K1 Gal4-RORA LBD luciferase reporter; percent increase over mock-subtracted basal signal | activation, % at 10 µM | 65,000 compounds, 1.5% hits | AID 560, 2006;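 active means activation above the mean of all tested compounds plus 3 SD, cut at about 49% in these data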;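 further: 0% = DMSO-treated RORA cells and 100% = added signal equal to DMSO minus mock-transfected cells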
Target sequence (P35398 whole entry, looked up, the tested form may be a part): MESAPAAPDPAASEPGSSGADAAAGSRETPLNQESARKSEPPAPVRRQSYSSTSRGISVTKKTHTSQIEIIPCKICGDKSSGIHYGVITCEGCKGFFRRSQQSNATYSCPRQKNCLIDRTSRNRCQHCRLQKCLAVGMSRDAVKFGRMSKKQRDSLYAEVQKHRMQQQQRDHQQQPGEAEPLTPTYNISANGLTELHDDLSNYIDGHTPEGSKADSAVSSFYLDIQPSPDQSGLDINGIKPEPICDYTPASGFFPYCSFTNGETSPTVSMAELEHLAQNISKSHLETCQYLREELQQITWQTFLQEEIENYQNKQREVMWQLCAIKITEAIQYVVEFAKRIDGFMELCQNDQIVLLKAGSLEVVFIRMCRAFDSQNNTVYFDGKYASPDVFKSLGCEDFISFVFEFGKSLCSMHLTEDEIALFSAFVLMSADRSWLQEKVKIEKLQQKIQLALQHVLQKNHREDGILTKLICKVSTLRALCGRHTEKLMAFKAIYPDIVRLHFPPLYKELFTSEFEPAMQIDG
PKA inh: inhibitors of human PKA kinase activity, primary screen, biochemical, ATP-depletion luminescence, Kemptide substrate | cAMP-dependent protein kinase catalytic subunit alpha (Homo sapiens), P17612 | PKA Kemptide phosphorylation, Kinase-Glo ATP luminescence | inhibition, % at 6 µM | 65,000 compounds, 0.1% hits | AID 524, 2006;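 active means inhibition above the screen-wide mean inhibition plus 3 SD, cut at about 21% in these data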; further: many of its hits are not listed in these tables
Ec RNAP inh: E. coli RNAP inhibitors, biochemical; AID 559, 2006; E. coli RNA polymerase, fluorescence transcription assay; 62,000 compounds, 0.2% hits; inhibition, %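 (tested at 10 µM)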; in the data active means inhibition above about 20%;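 further: 0% = enzyme without compound and 100% = no enzyme blank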
AP ELISA ortho: alternative complement pathway inhibitors, primary screen, biochemical, ELISA, human serum, orthogonally pooled compounds; 62,000 compounds, 0.08% hits; inhibition, % at 5 µM; LPS-coated ELISA, C3 deposition; tested in compound mixtures; AID 1235, 2008;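 active means inhibition above 30% in each of the two pooled mixtures holding the compound, so the lower value exceeds 30%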;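 further: 0% = serum in Mg-EGTA without compound and 100% = EDTA serum blank; some compounds past the cut are filed as inactive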
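Test system: human serum alternative complement pathway, C3 deposition on LPS-coated wells; also added: Plate-bound LPS; doses: 5 µM per compound in ten-compound mixtures; schedule: 1 h at 37 °C; detection: Anti-C3 ELISA, OD 450 nm; evaluation: percent inhibition of C3 deposition onto LPS; repeats: two pool placements per compound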
Numbers without * were called inactive; . = no result given. Some of the compounds tested (hit frequency here may not be typical).

Under each structure: CatB block	CatS block	CatB mix inh	ROCK2 blocker	JNK3 blocker	RORa activator	PKA inh	Ec RNAP inh	AP ELISA ortho
- CN1C2C=C3C(C#N)=C(N)C(C#N)(C#N)[C@@H](c4cccs4)C3C1CC2 (stereo not given in full)
→ 6	.	.	12	4	-39	6	0	.
- O=C(c1cc2ccccc2oc1=O)N(Cc1ccc2c(c1)OCO2)Cc1ccco1
→ -2	-3	2	6	6	-11	0	8	7
- Cc1oc(-c2cccs2)nc1CS(=O)CC(=O)NCCc1ccccc1 (stereo not given)
→ 2	0	2	-2	0	29	11	4	10
- CCCC(=O)Nc1ccc2oc(-c3ccncc3)nc2c1
→ -2	3	-1	8	8	13	14	1	24
- CN1C(=O)c2ccccc2C(C(=O)O)C1c1cccc(F)c1 (stereo not given)
→ 3	-4	4	2	1	-13	4	9	3
- CCCc1cc(=O)[nH]c(SCC(N)=O)n1
→ 1	-9	-1	4	5	-21	11	9	-5
- Cc1cc(C)c2c(n1)nn1c(N3CCN(c4ccccc4C)CC3)cc(C)nc21
→ 8	5	4	10	-9	7	11	-7	3
- OCCNCc1ccc(OC2CCCC2)cc1
→ 3	-16	0	2	0	-16	4	3	14
- O=C(CC(NCCN1CCOCC1)C(=O)O)Nc1cccc(Cl)c1 (stereo not given)
→ 1	-6	-2	-1	4	1	2	7	-2
- Cc1cc2oc(=O)cc(C)c2c(=O)o1
→ 1	2	3	4	2	0	12	-14	-8

3 entries from above, arranged by number of heavy atoms, smallest number first:
Under each structure: CatB block	CatS block	CatB mix inh	ROCK2 blocker	JNK3 blocker	RORa activator	PKA inh	Ec RNAP inh	AP ELISA ortho
- CCCC(=O)Nc1ccc2oc(-c3ccncc3)nc2c1
→ -2	3	-1	8	8	13	14	1	24
- CN1C(=O)c2ccccc2C(C(=O)O)C1c1cccc(F)c1 (stereo not given)
→ 3	-4	4	2	1	-13	4	9	3
- O=C(CC(NCCN1CCOCC1)C(=O)O)Nc1cccc(Cl)c1 (stereo not given)
→ 1	-6	-2	-1	4	1	2	7	-2

Going on with the list:
Under each structure: CatB block	CatS block	CatB mix inh	ROCK2 blocker	JNK3 blocker	RORa activator	PKA inh	Ec RNAP inh	AP ELISA ortho
- CC(=O)N1CCc2cc(S(=O)(=O)CCC(=O)O)ccc21
→ 3	-2	5	-5	2	-15	-3	5	13
- CCOC(=O)C1=C(C)N2C(=C(C#N)[C@@H]1c1ccc(C(=O)OC)cc1)SC[C@@]2(O)C(C)(C)C
→ -4	-19	-4	3	1	16	-2	0	6
- O=C(C1CCCN1C(=O)c1cccs1)N1CCN(Cc2ccc3c(c2)OCO3)CC1 (stereo not given)
→ 0	4	-1	6	5	-4	4	1	7
- CN1CCN(c2nc(-c3cccnc3)nc3ccccc23)CC1
→ .	.	.	0	-3	-1	2	.	.
- COc1ccc(C2N(c3cc(Cl)ccc3OC)C(=O)C3CCCN32)cc1 (stereo not given)
→ 6	-5	0	0	-5	2	-1	7	14
- O=C(CCc1c[nH]c2ccccc12)NCC1CCCO1 (stereo not given)
→ 8	11	6	1	0	19	3	.	6
- CCC(=O)Nc1cccc(-c2cn3ccsc3n2)c1
→ 0	6	2	0	4	22	-4	4	8
- O=C(CCS(=O)(=O)c1ccc(Cl)cc1)OCC(=O)N1CCCCC1
→ 4	-17	-2	-1	-11	-10	2	1	10
- COc1ccc(C2=NO[C@@H]3C(=O)N(c4ccc5c(c4)OCCO5)C(=O)[C@H]23)cc1OC
→ 4	-30	-6	4	-5	-7	9	-16	-11
- CCC(=O)Nc1c2c(nn1-c1ccc(C)cc1C)CSC2
→ 3	-8	1	6	-6	9	10	4	18
- CN(C(=O)C1CCCO1)c1nnc(-c2ccncc2)s1 (stereo not given)
→ 9	15	35	1	-10	-23	-4	-2	-7
- Cc1n[nH]c(C)c1S(=O)(=O)N1CCCC(C(=O)NC2CCCCC2)C1 (stereo not given)
→ 3	-1	3	6	-2	-10	2	8	15
- CCn1c(SCC(=O)Nc2nc(-c3ccc(C)cc3)cs2)nnc1-c1ccccc1O
→ -1	2	8	3	-3	4	5	8	15
- C=CCN1C(=O)C(C)(C)N(C(C)=O)c2ccccc21
→ .	.	.	3	6	-11	5	.	.
- CCC(=O)Nc1c(C(=O)N2CCCCCC2)cnn1-c1ccc(C)c(C)c1
→ 5	-11	2	5	7	-3	8	8	10
- Cc1ccc(N2CC(C(=O)Nc3cccnc3)CC2=O)cc1 (stereo not given)
→ -1	-34	-20	2	5	-2	4	4	-3
- COc1ccc(S(=O)(=O)N2CCC(C(=O)NCC(c3cccs3)N(C)C)CC2)cc1 (stereo not given)
→ 3	1	0	6	2	-14	9	9	-1
- O=C(NC1CCCC1)NS(=O)(=O)c1ccccc1Cl
→ 3	-2	-3	6	-3	-3	5	5	-13
- O=C(NCC1CCCO1)c1nnc(Cc2ccc(F)cc2)o1 (stereo not given)
→ 2	1	0	4	-1	-14	7	6	4
- COc1cccc(C2C3=C(N=C4SCC(=O)N42)c2ccccc2CC3)c1OC (stereo not given)
→ 2	-9	3	4	3	14	6	3	14

An excerpt from above in order of their number in JNK3 blocker, low to high:
SMILES	CatB block	CatS block	CatB mix inh	ROCK2 blocker	JNK3 blocker	PKA inh	Ec RNAP inh	AP ELISA ortho
O=C(NC1CCCC1)NS(=O)(=O)c1ccccc1Cl	3	-2	-3	6	-3	5	5	-13
O=C(NCC1CCCO1)c1nnc(Cc2ccc(F)cc2)o1 (stereo not given)	2	1	0	4	-1	7	6	4
CCC(=O)Nc1c(C(=O)N2CCCCCC2)cnn1-c1ccc(C)c(C)c1	5	-11	2	5	7	8	8	10

Quoted at random: 4 compounds from above
Under each structure: CatB block	CatS block	CatB mix inh	ROCK2 blocker	JNK3 blocker	RORa activator	PKA inh	Ec RNAP inh	AP ELISA ortho
- COc1ccc(C2N(c3cc(Cl)ccc3OC)C(=O)C3CCCN32)cc1 (stereo not given)
→ 6	-5	0	0	-5	2	-1	7	14
- CCC(=O)Nc1c2c(nn1-c1ccc(C)cc1C)CSC2
→ 3	-8	1	6	-6	9	10	4	18
- CCC(=O)Nc1c(C(=O)N2CCCCCC2)cnn1-c1ccc(C)c(C)c1
→ 5	-11	2	5	7	-3	8	8	10
- CCCc1cc(=O)[nH]c(SCC(N)=O)n1
→ 1	-9	-1	4	5	-21	11	9	-5

Continued.
Under each structure: CatB block	CatS block	CatB mix inh	ROCK2 blocker	JNK3 blocker	RORa activator	PKA inh	Ec RNAP inh	AP ELISA ortho
- O=C(NCCC1=CCCCC1)C1CCCN(S(=O)(=O)c2cccnc2)C1 (stereo not given)
→ 3	4	-2	4	-4	-2	-2	0	10
- COc1cc(Br)cc(/C=N/c2ncn[nH]2)c1O
→ 5	-10	7	2	-3	1	-3	8	15
- O=C(Nc1ccc(OC(=O)c2cccs2)cc1)c1ccco1
→ 3	-4	-1	.	.	-13	-11	3	10
- Cc1onc(-c2ccccc2Cl)c1C(=O)N1CCCCC1C(=O)O (stereo not given)
→ 4	-11	1	-4	-1	2	4	7	4
- O=C(CCCSc1nc2ccccc2s1)NCc1ccco1
→ -1	-8	4	.	.	-29	-1	-1	21
- Cc1cc(C(=O)CC#N)c(C)n1CC(F)(F)F
→ 4	-8	5	3	0	1	6	.	11
- Cc1ccc(C)c(N2CCN(C(=O)c3cc(S(=O)(=O)N4CCOCC4)ccc3F)CC2)c1
→ -6	3	3	0	-3	-14	3	-2	19
- CC(=O)N1CCN(c2ccc(NCc3cccs3)cc2)CC1
→ 2	-16	-3	12	-12	3	13	6	-1
- O=S(=O)(NCc1ccccc1)c1ccc(S(=O)(=O)N2CCCCC2)cc1
→ 2	-1	3	1	2	-11	6	9	4
- COc1nnc(-c2ccc(N3CCCCC3)c(N)c2)c2ccccc12
→ .	.	.	8	-7	19	7	.	.
- Cc1nnc(SCC(=O)c2cc(C)n(-c3c(C)n(C)n(-c4ccccc4)c3=O)c2C)s1
→ 3	14	-6	4	1	5	6	6	-3
- CC(=O)Nc1nc(N2C(=O)c3ccccc3C2=O)n(-c2ccccc2)n1
→ -1	-2	3	6	3	8	2	6	7
- O=C(Cc1ccccc1)Nc1nc2ccccc2[nH]1
→ 6	-1	6	-3	10	34	-4	3	14
- c1ccc(OCCSc2nnnn2C2CCCCC2)cc1
→ -1	12	5	-4	-7	19	-1	-12	-4
- CC(=O)O[C@]1(C(C)=O)CC[C@H]2[C@@H]3C=C(Cl)C4=CC(=O)CC[C@]4(C)[C@H]3CC[C@@]21C
→ 5	3	-1	0	-3	-14	-7	8	-11
- CCC(c1nnnn1C1CCCC1)N1CCN(c2ccccc2)CC1 (stereo not given)
→ 0	-10	5	-1	2	-10	15	4	14
- Cc1c(C(=O)Nc2ccc(N3CCOCC3)cc2)oc2ccccc12
→ 4	9	0	5	0	47	8	13	1
- COC(=O)c1ccc2c(c1)nc(C)n2CCO
→ .	-10	4	5	-6	-8	-2	2	10
- COCCCNc1nc2c(c(=O)[nH]c(=O)n2C)n1CCCc1ccccc1
→ 2	-2	3	-2	1	0	-3	6	20
- CC1=C(C(N)=O)C(c2ccco2)C(C(N)=O)=C(C)N1
→ 2	3	0	5	3	13	11	.	-7
- CCN(C(=O)c1cc(Cl)ccc1OC)C1CCCCC1
→ 1	3	-8	3	6	17	10	6	1
- COc1ccccc1N1CCN(C(=O)c2c(C)cc(=O)oc2C)CC1
→ 6	.	.	-4	-4	10	-11	8	.
- CCOC(=O)C1=C(C)NC2=C(C(=O)C(C(=O)OCC)C(c3ccco3)C2)C1c1ccccn1 (stereo not given)
→ 1	-2	4	4	3	16	2	.	6
- Cc1cc(C(=O)N2CCN(c3cccc(Cl)c3)CC2)c(C)o1
→ 0	9	7	6	-3	-5	14	8	19
- O=C(CCC(=O)N1CCc2ccccc2C1)N1CCN(S(=O)(=O)c2ccccc2)CC1
→ 1	6	0	4	-1	9	7	-7	-8
- c1cn(C23CC4CC(CC(C4)C2)C3)cn1
→ 0	11	3	10	-1	-8	2	5	-3
- Cc1cccc(OCCc2nnc(N)s2)c1C
→ -2	10	-1	-3	0	-18	-8	2	8
- CCn1c(=O)cc(OCC(=O)NCC2CCCO2)c2ccccc21 (stereo not given)
→ 0	-1	2	9	6	-9	11	8	18
- O=C(NCCc1ccccn1)c1ccc(COc2ccccc2)o1
→ -1	-2	4	6	5	13	5	5	13
- COc1ccc(C2N3CC4(C)CN2CC(C)(C3)C4)cc1OC (stereo not given)
→ 5	0	3	.	.	-9	5	8	16
- Cc1ccc2c(c1)NC(=O)C(CC(=O)NCc1cccnc1)O2 (stereo not given)
→ 5	13	4	2	-2	-17	3	9	6

Reformatted tab-delimited: part of the list above.
smiles	CatB block	CatS block	CatB mix inh	ROCK2 blocker	JNK3 blocker	RORa activator	PKA inh	Ec RNAP inh	AP ELISA ortho
CCN(C(=O)c1cc(Cl)ccc1OC)C1CCCCC1	1	3	-8	3	6	17	10	6	1
Cc1ccc2c(c1)NC(=O)C(CC(=O)NCc1cccnc1)O2 (stereo not given)	5	13	4	2	-2	-17	3	9	6
Cc1cc(C(=O)N2CCN(c3cccc(Cl)c3)CC2)c(C)o1	0	9	7	6	-3	-5	14	8	19
